GLS inhibitor – blocks human kidney-isoform glutaminase activity; GLS enzymatic activity, qHTS titration; O94925; 410,000 tested, 0.21% active; Potency, µM (series often up to 45.5 µM), inactives show top-dose activity change, negative = inhibition, hits mostly inhibitors; AID 624170; also: potency is read from the fitted curve at half-maximal effect; % is scaled to controls: 0 for no effect and ±100 for the full control effect
Target sequence (O94925 whole entry, looked up, canonical isoform): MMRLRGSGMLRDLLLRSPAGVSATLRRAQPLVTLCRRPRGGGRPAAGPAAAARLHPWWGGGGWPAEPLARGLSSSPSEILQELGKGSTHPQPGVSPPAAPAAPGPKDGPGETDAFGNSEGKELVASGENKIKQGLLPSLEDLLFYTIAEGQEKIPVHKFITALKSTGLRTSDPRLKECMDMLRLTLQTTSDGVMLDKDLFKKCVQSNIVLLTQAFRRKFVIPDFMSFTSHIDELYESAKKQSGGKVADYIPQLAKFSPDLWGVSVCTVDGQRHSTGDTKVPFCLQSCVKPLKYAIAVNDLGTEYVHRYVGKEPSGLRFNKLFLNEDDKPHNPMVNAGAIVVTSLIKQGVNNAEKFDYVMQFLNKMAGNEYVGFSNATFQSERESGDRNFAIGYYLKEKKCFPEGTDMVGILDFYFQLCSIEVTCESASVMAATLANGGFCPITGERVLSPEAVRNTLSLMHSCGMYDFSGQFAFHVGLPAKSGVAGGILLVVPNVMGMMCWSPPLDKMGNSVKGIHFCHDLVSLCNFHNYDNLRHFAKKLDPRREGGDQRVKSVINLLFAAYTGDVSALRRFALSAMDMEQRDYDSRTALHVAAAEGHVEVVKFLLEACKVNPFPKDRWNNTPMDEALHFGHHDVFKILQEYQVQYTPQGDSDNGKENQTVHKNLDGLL
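Coupled fluorescence readout: glutamate oxidase/HRP/Amplex Red detect glutamate formed by hKGA from L-glutamine (1 mM solution added). Buffer 45 mM KH2PO4 pH 8.2, 0.02% Tween-20; reads at t0 and 30 min RT.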
HP1b binding inh – inhibitors of HP1-beta chromodomain binding to methylated histone tails. P83916. AlphaScreen HP1-beta / biotin-H3K9me3 peptide binding. Potency, µM (series often up to 114 µM), without a hit: at the highest dose activity change, negative = inhibition, usual class: inhibitors. 390,000 tested, 0.56% active. AID 540317; also: potency is read from the fitted curve at half-maximal effect; nearly all actives have a fitted effect of over 70% in size; inactives centre near 23
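AlphaScreen: HP1-beta (50 nM) preformed 30 min with biotin-H3(1-18)K9me3 peptide (50 nM) in PBS pH 7.4, 0.01% Tween-20. Compound added for 30 min at RT, then streptavidin donor/nickel chelate acceptor beads (10 ug/mL) for 30 min.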
G9a block – blocks human histone lysine methyltransferase G9a; 350,000 tested, 8.8% active; Q96KQ7; Potency, µM (series often up to 102 µM), without a hit: at the top dose activity, negative = inhibition, most hits filed as inhibitors; G9a H3K9 monomethylation, AlphaScreen, 2 h; AID 504332; also: potency is read from the fitted curve at half-maximal effect; % is scaled to controls: 0 for no effect and ±100 for the full control effect; nearly all actives have a fitted effect of over 75% in size
Target sequence (Q96KQ7 913-1193 limits assumed): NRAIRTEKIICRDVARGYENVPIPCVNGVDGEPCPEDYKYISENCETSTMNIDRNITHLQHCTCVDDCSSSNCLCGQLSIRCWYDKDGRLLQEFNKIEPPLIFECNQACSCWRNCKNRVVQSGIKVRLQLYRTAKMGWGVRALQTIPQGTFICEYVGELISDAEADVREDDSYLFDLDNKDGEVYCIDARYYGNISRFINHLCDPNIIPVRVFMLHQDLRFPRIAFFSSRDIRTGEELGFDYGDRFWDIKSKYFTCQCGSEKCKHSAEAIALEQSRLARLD
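Methyltransferase reactions run at room temperature for 2 h (20 nM enzyme, 500 nM biotin-H3K9 peptide, 20 uM SAM) after a 15 min compound preincubation; product detected by AlphaScreen beads and anti-H3K9me1 antibody.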
Pin1 inhibitor – blocks the human prolyl isomerase Pin1; Pin1 FP peptide displacement, HiFluor488, 10 min; AID 504891; Potency, µM (highest dose often 115 µM), inactives show at the highest dose activity, negative = inhibition, actives largely listed as inhibitors; 390,000 tested, 0.009% active; active = well fitted inhibition curve with a large enough effect in the polarisation, with a control signal flat, not every such curve was filed as active; inconclusive = small, poorly fitted or top-dose-only effect, or effect the other way, or a change in a side signal; inactive = no such curve, though single readings can be large or run the other way; the % refers to the polarisation; also: potency is read from the fitted curve at half-maximal effect; % is scaled to controls: 0 for no effect and ±100 for the full control effect
JMJD2A Tudor inh – inhibitors of human JMJD2A Tudor domain; Potency, µM (top dose mostly 114 µM), without a hit: top-dose activity change, negative = inhibition, hits mostly inhibitors; O75164; 390,000 tested, 4.4% active; AlphaScreen JMJD2A-Tudor / H3K4me3 peptide binding; also: potency is read from the fitted curve at half-maximal effect; % is scaled to controls: 0 for no effect and ±100 for the full control effect; nearly all actives have a fitted effect of over 50% in size
BAZ2B block – inhibitors of human BAZ2B bromodomain | AlphaScreen BAZ2B-H3K14Ac peptide displacement | Potency, µM (series often up to 114 µM), without a hit: at the top dose activity change, negative = inhibition, actives largely listed as inhibitors | 360,000 tested, 4.4% active; also: potency is read from the fitted curve at half-maximal effect; % is scaled to controls: 0 for no effect and ±100 for the full control effect; nearly all actives have a fitted effect of over 60% in size
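AlphaScreen displacement of biotin-H3(5-23)K14Ac peptide (50 nM final) from BAZ2B (50 nM final) in PBS pH 7.4, 0.01% Tween-20; complex preformed 30 min RT, then compounds (top 110 uM) 30 min RT, beads 20 min dark.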
PGK inhibitor – T. brucei PGK inhibition; P07378; PGK/GAPDH coupled, Kinase-Glo luminescence, 60 min; Potency, µM (top dose mostly 57.5 µM), inactives show top-dose activity change, negative = inhibition, hits mostly inhibitors; 380,000 tested, 0.043% active; AID 602233; also: potency is read from the fitted curve at half-maximal effect; % is scaled to controls: 0 for no effect and ±100 for the full control effect; nearly all actives have a fitted effect of over 60% in size
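Luminescent ATP detection (Kinase-Glo Plus) follows a 60-minute room-temperature incubation, with wells lacking PGK as controls. Buffer: 100 mM TEA (pH 7.6), 5 mM MgCl2, 0.01% Tween-20. Coupling enzyme GAPDH (100 nM final) supplies unstable 1,3-BPG in-well.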
PI4K2A block – blocks human PI4K2A kinase activity | purified PI4K2A, ADP-Glo luminescence, 1 h; hits give low values | activity change, negative = inhibition, % at 76.9 µM | 420,000 tested, 0.13% active | AID 1346378; in the data active = activity change below about -50%; inconclusive = mostly about -30% to -49%;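 also: -100% = wells without enzyme as full effect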
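Compounds are screened against recombinant PI4K2A using PI as substrate and ATP, the latter dispensed at 300 microM. Reactions run one hour at ambient temperature before ADP-Glo detection; full inhibition defined by wells lacking enzyme.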
Pol eta inh – blocks human DNA polymerase eta activity | recombinant Pol eta, fluorescent DNA replication assay | Q9Y253 | 390,000 tested, 1.2% active | AID 588591 | Potency, µM (titrated, usually from 114 µM), for inactives: at the highest dose activity change, negative = inhibition, usual class: inhibitors; also: potency is read from the fitted curve at half-maximal effect; % is scaled to controls: 0 for no effect and ±100 for the full control effect
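Pol eta (10 nM) was preincubated with compounds for 15 min at room temperature, after which fluorescent replication substrate (50 nM final) was added to start the reaction. Fluorescence was read kinetically at 0 and 10 min.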
* = called active by the depositor; i = inactive; u = inconclusive; x = not tested or not shown; & = joins results of further samples; [ ] = another dose, or the depositor's remark. Unless noted, calls follow the shape of the dose curve; as a rule, active = well fitted curve in the direction sought with a large enough effect; inconclusive = small, poorly fitted or top-dose-only effect, or another doubt; inactive = no such curve, though single readings can be large; an effect the other way counts as inactive or inconclusive.

SMILES	GLS inhibitor	HP1b binding inh	G9a block	Pin1 inhibitor	JMJD2A Tudor inh	BAZ2B block	PGK inhibitor	PI4K2A block	Pol eta inh
O=C(NNC(=O)c1sccc1-n1cccc1)c1ccccc1	u	-24.9%	5.6%[59 µM]	-5.1%	-27.4%[11.4 µM]	-1.9%	-9.1%	-6.3	-6.7%
Cc1cccc(NC(=S)N(CCCN2CCOCC2)Cc2ccccn2)c1	-0.4%	0.5%	4.9%[59 µM]	2.3%	-13.6%	4.7%	-5.5%	4.6	4.8%
CCc1c(C)sc(NC(=O)c2cc(-c3ccc(O)cc3)on2)c1C#N	-1.3%	14.1%	44.7µM*	27.8%	-5.6%	8.4%	-6.0%	-8.8	1.9%
Cn1c(CC(=O)Nc2ccccc2F)nnc1SCC(=O)NC1CCCCC1	-7.6%	24.6%	46.9%[activator]	-8.3%	11.3%	8.3%	4.7%	4.1	-20.5%
CCn1cc([N+](=O)[O-])c(C(=O)Nc2ccc(Br)cn2)n1	-0.5%	4.0%	12.0%[59 µM]	-13.7%	-19.7%	6.6%	i	-0.7	-1.6%
Cc1ccc2ccccc2c1NC(=O)CNCc1ccccc1	-3.0%	x	x	x	x	x	i	-7.8	-9.9%
CC(=O)c1ccc(NC(=O)C2CCCN(c3ncnc4c3nc3n4CCCCC3)C2)cc1 (centres undefined)	-5.5%	30.6%	u	0.5%	-23.4%	-37.2%	2.0%	-7.9	-17.9%
N#Cc1nc(Cc2ccccc2)oc1N1CCCC1	2.2%	-8.4%	x	1.0%	-32.6%	u	7.2%	3.4	-21.8%
CC(=O)c1ccc2c(c1)C1C=CCC1C(C(=O)O)N2 (centres undefined)	2.51µM*	20µM*	-174.0%[12.7 µM]	x	6.31µM*	6.31µM*	14.1µM*	-12.7	1µM*
COc1ccc(C2N(c3cc(Cl)ccc3OC)C(=O)C3CCCN32)cc1OC (centres undefined)	-5.9%	45.8%[activator]	u	-0.7%	-11.4%	-1.0%	-13.1%	0.4	-10.5%
Cc1ccc(OCC(O)CN2CCOCC2)c(C)c1 (centres undefined)	1.6%	0.6%	89.1µM*	-2.7%	89.1µM*	-35.5%	-7.8%	2.7	0.7%
Cc1occc1C(=O)Nc1cccc(C(F)(F)F)c1	0.1%	33.0%	7.4%[59 µM]	6.2%	-4.5%	6.9%	-2.8%	6.7	-17.8%
Cc1cc(C)c2cc(CN(CCO)C(=O)Nc3ccc(F)cc3)c(=O)[nH]c2c1	10.8%	12.9%	-5.0%[59 µM]	-5.7%	-8.6%	9.7%	-6.9%	-3.8	1.5%
COC(=O)COc1ccc(-n2cnnn2)cc1	-2.3%	67.1%[activator]	-27.3%	0.8%	-9.0%	-15.6%	-1.1%	0.5	-13.8%
O=C(Nc1cccnc1Cl)c1cccc(S(=O)(=O)N2CCOCC2)c1	8.7%	23.9%	13.7%	-4.7%	-2.3%	-4.5%	-0.4%	0.3	-11.5%
CCN(C[C@H]1N[C@@](C)(C(=O)OC)[C@H]2C(=O)N(Cc3ccccc3)C(=O)[C@@H]12)C(=O)c1ccccc1	1.5%	41.5%[activator]	x	-0.3%	-21.0%	x	3.2%	-1.0	-5.1%
COC(=O)c1[nH]c(C)c(/C(O)=C2\C(=O)C(=O)N(CCN(C)C)C2c2ccccc2OC)c1C (centres undefined)	13.9%	17.5%	u	2.2%	44.7µM*	-34.0%	-9.1%	1.5	-11.4%
COc1ccc(C(=O)N2CCN(C(C)=O)CC2)cc1S(=O)(=O)NCc1ccc(Cl)cc1	8.8%	-2.4%	-32.8%[12.7 µM]	-5.7%	-22.9%	-11.5%	-5.6%	-5.5	-6.5%
CCc1ccccc1NC(=O)C1CCCN(S(=O)(=O)c2c(C)noc2C)C1 (centres undefined)	2.2%	20.4%	-6.3%	2.6%	-8.2%	-2.2%	-6.5%	2.0	-12.4%
COc1ccc(CNC(=O)C2CCC(=O)N2C(C)C)c(OC)c1 (centres undefined)	-4.2%	-19.3%	12.0%[59 µM]	1.4%	-7.7%	-10.0%	-5.0%	-2.6	-0.4%
O=C(NCc1ccco1)/C(=C/c1ccc(Cl)cc1)NC(=O)c1ccco1	-1.4%	-21.6%	7.7%	-1.3%	-20.3%	3.7%	-2.3%	2.0	-15.3%
NC(=O)Nc1cc(Cl)ccc1Cl	5.9%	15.8%	u	0.4%	-3.2%	-26.2%	5.0%	-8.2	-8.9%
Cc1ccc(S(=O)(=O)N/N=C/c2ccc(C(=O)O)cc2)cc1	21.0%	71.9%[activator]	11.2µM*	-0.2%	-4.8%	7.5%	-6.1%	5.7	-5.3%
CC(Nc1nc(-c2ccc(F)cc2)cs1)c1nc2cc(Cl)c(Cl)cc2n1CCCO (centres undefined)	7.4%	21.0%	x	15.5%	-26.4%	x	-9.5%	-15.7	-0.3%
CN1C(=O)CSc2ccc(NC(=O)NCc3cccnc3)cc21	6.2%	20.8%	-1.5%[59 µM]	2.9%	-19.0%	-3.9%	-1.3%[11.5 µM]	-0.8	-6.9%
Cc1cc(=O)oc2cc(OCC(=O)N3CCN(C(=O)C4COc5ccccc5O4)CC3)c(Cl)cc12 (centres undefined)	-4.2%	37.8%	4.7%	13.4%	-5.6%	-11.5%	5.4%	-2.3	-14.5%
CC(=O)c1ccc(S(=O)(=O)N2CCn3cccc3C2c2ccc(C)cc2)cc1 (centres undefined)	18.8%	-0.3%	-40.9%[59 µM]	29.0%	-22.1%	u	-2.5%	-0.4	-8.4%
Cc1ccc(CSCCNC(=O)c2cccc([N+](=O)[O-])c2)cc1	19.0%	-13.5%	25.5%[59 µM]	6.7%	-35.2%	-1.7%	-4.9%	0.6	-9.2%
CCOc1ccc(CCNC(=O)c2cc(C)nc3ccccc23)cc1OCC	-13.4%	40.8%[activator]	10.4%	0.7%	-6.8%	-31.7%	-5.8%	8.2	-4.2%
COc1ccc(C(=O)NCCN2CCCC2)cc1[N+](=O)[O-]	1.6%	8.8%	-22.4%	-9.2%	-10.8%	9.1%	4.6%	2.2	-10.0%
COc1ccc(NC(=O)CSCC(=O)NCc2cccc(C(F)(F)F)c2)cc1	-6.9%	33.2%[activator]	22.6%[12.7 µM]	-1.8%	-13.8%	6.8%	-2.3%	5.4	u
CC1(C)CC(=O)C(N=Nc2cc(Cl)c(Cl)c(Cl)c2)=C(O)C1	15.3%	u	u	-10.0%	u	u	-5.4%	-1.6	-10.5%
CNC(=S)NNC(=O)Cc1ccc(OC)c(OC)c1	17.7%	26.1%	2.8%[59 µM]	0.3%	-8.4%	-1.1%	6.1%	-2.2	-8.0%
COc1cccc(NC2=CC(=O)CC(C)(C)C2)c1	10.8%	10.0%	20.6%[59 µM]	-14.9%	-11.0%	7.0%	-7.8%	-2.3	1.1%
Cc1nnc(SCC(=O)N/N=C/c2ccc(-c3ccc(C)c(Cl)c3)o2)s1	1.8%	u	11.2µM*	39.1%[activator]	-9.7%	-35.0%	-8.0%	-1.1	-17.9%
Cc1cc(-c2csc(N)n2)c(C)n1-c1ccc(Cl)c(Cl)c1	-18.8%	u	20µM*	13.9%	56.2µM*	u	-7.8%	3.4	-7.0%
Cc1ccc2c(c1)N(Cc1cccc(C#N)c1)C=NS2(=O)=O	-4.2%	-0.4%	-9.3%	1.2%	0.7%	5.1%	-3.2%	-8.1	-15.1%
CCc1c(C)nc(SC(C(=O)O)c2ccccc2)c(C#N)c1C (centres undefined)	7.9%	7.0%	-10.5%	-0.5%	-16.1%	-1.8%	8.5%	-1.7	-0.3%
COc1ccc(N(C(=O)c2ccco2)C(C(=O)NC2CCCC2)c2cc(OC)c(OC)c(OC)c2)cc1 (centres undefined)	0.3%	26.1%	-1.4%	-0.6%	-2.5%	1.2%	i	0.7	-4.8%
CC1C(=O)N2CCCc3cc(S(=O)(=O)Nc4ccccc4F)cc1c32 (centres undefined)	-13.0%	22.9%	-27.3%	-1.5%	-8.9%	7.0%	-5.3%	1.2	-17.8%
O=C(c1ccc(S(=O)(=O)N2CCCCCC2)cc1)N1CCN(c2ccccc2)CC1	-5.3%	-10.7%	6.1%	-1.0%	79.4µM*	-9.9%	-3.5%	-4.6	-6.6%
c1ccc2[nH]c(-c3cscn3)nc2c1	-0.7%&-1.7%	16.0%	15.8%[12.7 µM]	-1.3%	-23.0%	-20.9%	i	0.2&-3.6	2.6%
COc1cccc(NC(=O)CC2C(=O)OCCN2Cc2ccccc2)c1 (centres undefined)	-0.3%	86.8%[activator]	-31.6%[59 µM]	-2.5%	-8.2%	-0.3%	-9.7%	-7.3	-13.7%
Cc1cccc([C@@H]2[C@@H]3C(=O)N(Cc4ccccc4)C(=O)[C@@H]3[C@]3(C)C(=O)N(c4cccc(Cl)c4)C(=O)N23)c1	-5.0%	42.3%[activator]	x	2.6%	-25.7%	-0.1%[57.1 µM]	-5.4%	0.5	-26.3%
Cc1ccc(OCC(=O)Nc2cc(C(C)(C)C)on2)cc1C	1.0%	72.2%[activator]	x	u	18.3%	-11.4%	1.3%	-1.1	-15.3%
c1ccc(-c2csc3nnc(SCc4ccc5c(c4)OCO5)n23)cc1	u	-4.8%	-54.1%[59 µM]	u	20µM*	-29.5%	-4.2%	-5.6	-5.6%

Screening data deposited in PubChem BioAssay by National Center for Advancing Translational Sciences (NCATS).

The list is partial. The share of hits here may be higher or lower than overall.
